# PNC inhibitor – blocks assembly of the perinucleolar compartment | AID 2417 | actives 3.1% (n = 140,000) | PC3M PTB-GFP, PNC prevalence imaging, 16 h; stronger effect = lower value | activity change (PNC), negative = inhibition, % at 10 µM;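 active = readout at or below -70, meaning at least 70% loss of cells showing the perinucleolar compartment, a nuclear body marking cancer cells; inconclusive = readout between -30 and a set limit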;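 also: plate controls were DMSO wells for no effect and camptothecin positive control wells for full effect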
#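 Compounds are pinned in duplicate onto adhered PC3M cells stably expressing GFP-tagged PTB and incubated 16 h at 37 C. Cells are then fixed, nuclei stained with Hoechst, and PNC-positive cells counted.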
# 12-hLO inh – blocks human 12-lipoxygenase activity | P18054 | purified 12-hLO, xylenol orange hydroperoxide absorbance | Potency, µM (series often up to 57.1 µM), for the others: at the highest dose activity change, negative = inhibition, most hits filed as inhibitors | actives 0.12% (n = 150,000) | AID 1452; also: potency is read from the fitted curve at half-maximal effect; nearly all actives have a fitted effect of over 55% in size; many of its hits are not listed in these tables
# Target sequence (P18054 whole entry, looked up): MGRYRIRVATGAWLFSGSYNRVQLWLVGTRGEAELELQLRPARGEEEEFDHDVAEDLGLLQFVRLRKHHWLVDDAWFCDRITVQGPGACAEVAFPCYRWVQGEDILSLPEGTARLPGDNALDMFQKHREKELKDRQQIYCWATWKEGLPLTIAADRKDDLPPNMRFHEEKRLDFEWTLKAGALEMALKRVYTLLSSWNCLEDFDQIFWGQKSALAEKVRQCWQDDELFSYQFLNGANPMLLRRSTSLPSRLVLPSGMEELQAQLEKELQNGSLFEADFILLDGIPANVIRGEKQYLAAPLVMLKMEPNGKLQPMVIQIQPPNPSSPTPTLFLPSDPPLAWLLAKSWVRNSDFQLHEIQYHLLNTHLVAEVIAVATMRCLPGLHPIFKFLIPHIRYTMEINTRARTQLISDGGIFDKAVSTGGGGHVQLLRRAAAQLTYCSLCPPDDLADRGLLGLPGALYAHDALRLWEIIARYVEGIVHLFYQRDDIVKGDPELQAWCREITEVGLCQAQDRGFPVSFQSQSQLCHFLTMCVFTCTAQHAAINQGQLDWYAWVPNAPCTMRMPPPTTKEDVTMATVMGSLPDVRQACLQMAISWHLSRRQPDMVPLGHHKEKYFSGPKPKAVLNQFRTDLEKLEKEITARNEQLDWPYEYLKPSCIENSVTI
#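 150 nM 12hLO, 25 mM Hepes pH 7.0 + 0.01% Triton X-100; cpd preinc 15 min RT; 40 uM arachidonic acid, 30 min RT; Fe-XO 30 min; A573/A405 ratio as read-out.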
# IMPase cell inh – cell-permeable inhibitors of inositol monophosphatase (IMPase). P97697. CHO-M1 cells, IP1 accumulation, HTRF TR-FRET ratio. inhibition (IP1 accumulation), % at 46.1 µM. 120,000 tested, under 10 active. AID 901; active = well fitted curve in the direction sought with a large enough effect in the signal ratio, not every such curve was filed as active; inconclusive = small, poorly fitted or top-dose-only effect, or a change in a side signal; inactive = no such curve, though single readings can be large or run the other way; the % refers to the signal ratio;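 also: cells stimulated with carbachol in lithium chloride buffer; plate controls were DMSO basal wells for no effect and reference inhibitor wells for full effect; higher means more IMPase inhibition seen as more IP1 and lower FRET ratio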
# Target sequence (P97697 whole entry, looked up): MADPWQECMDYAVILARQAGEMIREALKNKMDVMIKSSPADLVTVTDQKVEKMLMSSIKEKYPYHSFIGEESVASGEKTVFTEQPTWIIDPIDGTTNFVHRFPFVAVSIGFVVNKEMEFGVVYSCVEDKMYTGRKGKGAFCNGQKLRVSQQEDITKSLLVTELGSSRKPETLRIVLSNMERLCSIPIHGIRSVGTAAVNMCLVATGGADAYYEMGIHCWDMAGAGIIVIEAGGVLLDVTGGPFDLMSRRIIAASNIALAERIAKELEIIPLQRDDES
#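 Measured: the HTRF emission ratio (665/620 nm) plus the 620 nm donor channel, each fitted to the Hill equation to give AC50. Cells were CHO-M1 given compounds up to 46 uM and a 30 min carbachol stimulation at 37C.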
# 15-hLO-2 inh – inhibitors of human 15-lipoxygenase 2 (ALOX15B) | O15296 | purified 15hLO-2, xylenol orange hydroperoxide absorbance | Potency, µM (titrated, usually from 57.1 µM), inactives show top-dose activity change, negative = inhibition, most hits filed as inhibitors | actives 0.56% (n = 110,000) | AID 881; also: potency is read from the fitted curve at half-maximal effect; nearly all actives have a fitted effect of over 60% in size; many of its hits are not listed in these tables
#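 Screening format was qHTS against 50 nM purified 15hLO-2 in Hepes pH 7.5 with detergent. Activity follows hydroperoxide formation from 45 uM arachidonic acid, measured as 573:405 nm absorbance ratio of the ferric-xylenol orange complex.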
# * = called active by the depositor; ? = inconclusive; / = no result given; & = joins results of further samples; [ ] = another dose, or the depositor's remark. Unless noted, calls follow the shape of the dose curve; as a rule, active = well fitted curve in the direction sought with a large enough effect; inconclusive = small, poorly fitted or top-dose-only effect, or another doubt; inactive = no such curve, though single readings can be large; an effect the other way counts as inactive or inconclusive. Unless noted, % is scaled to controls: 0 for no effect and ±100 for the full control effect. Only part of the results is shown; count on the stated rates, not on these rows.
SMILES,PNC inhibitor,12-hLO inh,IMPase cell inh,15-hLO-2 inh
CCOc1cccc(N2C(=O)CC(=O)NC2=O)c1,-9,-7%,10,-8%
C=CC(=O)NCNC(=O)C=C,/,-1%,/,1%
O=C(N/N=C/c1c(O)n(Cc2ccccc2)c(=O)[nH]c1=O)c1ccccc1,23,4%,-10,/
Nc1ccc(C(=O)N/N=C2/CN3CCC2CC3)cc1,-3,7%,-5,0%
CCN(CC)CCN=Cc1c(O)n(Cc2ccccc2)c(=O)[nH]c1=O,41,17%,1,5%
CN1CCCC(C(=O)c2ccccc2)C1 (centres undefined),82,3%,?,1%
CCCCOC(=O)C1=C(N)OC2=C(C(=O)CCC2)[C@]12C(=O)Nc1ccccc12,?,-4%,-9,-4%
O=C(O)C(Br)CBr (centres undefined),/,3%,/,-3%
CC(C)CNC(=O)c1c(N)n(Cc2ccco2)c2nc3ccccc3nc12,0,-11%,-5,2%
CCC(=O)OC1CCC2C3CCc4cc(O)ccc4C3CC[C@]12C (some centres undefined),/,-13%,/,?
O=[N+]([O-])c1ccccc1O,/,-1%,/,-11%
Cn1c(O)c(C=NC2CC(C)(C)NC(C)(C)C2)c(=O)n(C)c1=O,-18,-3%,-9,-3%
C=CCn1c(O)c(C(C)=Nc2cc(OC)ccc2OC)c(=O)[nH]c1=O,-9,1%,3,-12%
C=C(C)C1Cc2c(ccc3c(=O)c4c(oc23)COc2cc(OC)c(OC)cc2-4)O1 (centres undefined),/,-2%,/,2%
CN1[C@@H]2CC[C@H]1CC(O)C2 (some centres undefined),/,-1%[25.6 µM],-3[20.6 µM],4%[25.6 µM]
Cc1cc[c]([Sb]2[O][C@H]([C@H](O)[C@H](O)C(=O)O)[C@@H](CO)[O]2)cc1,/,-4%[11.4 µM],/,-14%[11.4 µM]
CN1CCc2cc3c(cc2C1C1OC(=O)c2c1ccc1c2OCO1)OCO3 (centres undefined),/,0%,2,6%
CCCCCCCCCc1ccc(O)cc1,/,-20%,/,-8%
CC(=NCc1cccnc1)c1c(O)n(C2CCCCC2)c(=O)[nH]c1=O,?,-6%,-9,3%
CN(C(=O)CNC(=O)OCc1ccccc1)c1ccc(Br)cc1C(=O)c1ccccc1Cl,?,-3%,/,/
Clc1ccc(CS[C@@H](Cn2ccnc2)c2ccc(Cl)cc2Cl)cc1,/,-2%[25.6 µM],5[20.6 µM],53%[activator][25.6 µM]
Cc1nc2cnc(N3CCNCC3)nc2n(C)c1=O,/,6%,/,-2%
CC(C)C1C(c2ccccc2)N(C)C(c2ccccc2)CC1(O)c1ccccc1 (centres undefined),-21,0%,10,41%[activator]
COc1ccc(CN2CCN(Cc3ccccc3)CC2)c(OC)c1,16,2%,6,36%[activator]
CC1CCC2C(C)C(=O)OC3OC4(C)CCC1C32OO4 (centres undefined),/,6%,-4,-2%
CC(C)CC(C)Nc1ccc(Nc2ccccc2)cc1 (centres undefined),/,?,/,1.6µM*
C=CCN1CC[C@]23c4c5ccc(O)c4O[C@H]2/C(=N/NC(=O)c2ccccc2)CC[C@@]3(O)[C@H]1C5,/,1%,/,22%
CCOC(=O)C1CCN(/C=C2/C(=O)NC(=O)N(c3ccc(OCC)cc3)C2=O)CC1,?,-6%,1,1%
CCC(C)(C)c1ccc(O)cc1,/,-2%,/,-8%
Cc1oc(-c2cccs2)nc1CSCC(=O)N1CCC2(CC1)OCCO2,13,-3%,5,17%
O=P(OCC(F)(F)C(F)F)(N1CCCCC1)N1CCCCC1,?,1%,0,-4%
Nc1ncc([N+](=O)[O-])s1,/,-10%,/,?
O=S1(=O)CC2(N3CCOCC3)CCCCC21 (centres undefined),-14,1%,9,4%
COc1cc(NS(=O)(=O)c2ccc(NC(=S)NC(=O)CC(C)C)cc2)nc(OC)n1,-14,?,3,/
CC(=O)O[C@H]1CC[C@H]2[C@@H]3CCC4=C[C@@H](C5SCCS5)[C@H](OC(C)=O)C[C@]4(C)[C@H]3CC[C@@]12C,/,-2%[11.4 µM],/,-6%[11.4 µM]
COc1cccc2c1cc([N+](=O)[O-])c1c(C(=O)O)cc3c(c12)OCO3,/,-7%&-2%,28,-7%&-20%
COC(=O)[C@]1(C)CC[C@@]2(C)CC[C@@]3(C)C4=CCc5c(cc(O)c(O)c5C)[C@]4(C)CC[C@@]3(C)C2C1 (some centres undefined),/,-1%,/,1%
Cc1ccc(/C=C2/C(=O)NC(=O)N(C)C2=O)cc1,-26,-3%,/,/
Cc1ccc2cccc(OC(=O)N(C)c3ccccc3)c2n1,-7,3%,-2,-3%
O=C(O)c1cc(Cl)ccc1Cl,/,-2%,/,0%
O=C(c1cccn2c(=O)c3ccc(Cl)cc3nc12)N1CCC2(CC1)OCCO2,27,1%,3,-7%
Cc1ccc(S(=O)(=O)N[C@@H](CCCCN)C(=O)CCl)cc1,/,-2%,9,-5%
COc1ccc(C2SCC(=O)Nc3c2c(=O)[nH]n3C2CCCCC2)cc1 (centres undefined),12,-11%,0,-4%
CN(C)CCc1nn[nH]n1,-13,-2%,/,/
COc1cc(CN2CC3CC(C2)c2cccc(=O)n2C3)cc(OC)c1OC (centres undefined),?,-6%,1,-8%
CCC1(C)CC(=O)NC(=O)C1,/,2%[25.6 µM],-1[20.6 µM],2%[25.6 µM]
C=CCN1C(=O)NC(=O)/C(=C/c2ccc(OC)c(CSc3ccccn3)c2)C1=O,83,4%,1,-17%
Cc1ccccc1-c1cncnc1NCCc1cnc[nH]1,/,2%,/,35%[activator]
CCC1(CC)C(=O)NC(=Nc2cccc(C(F)(F)F)c2)NC1=O,-2,-2%,-6,-2%
Nc1ccc(N2CCN(Cc3ccccc3Cl)CC2)c(Cl)c1,2,-1%,1,4%

# Four entries from above, reformatted:
COc1cc(CN2CC3CC(C2)c2cccc(=O)n2C3)cc(OC)c1OC (centres undefined)
  PNC inhibitor: ?
  12-hLO inh: -6%
  IMPase cell inh: 1
  15-hLO-2 inh: -8%

CCC1(C)CC(=O)NC(=O)C1
  PNC inhibitor: /
  12-hLO inh: 2%[25.6 µM]
  IMPase cell inh: -1[20.6 µM]
  15-hLO-2 inh: 2%[25.6 µM]

C=CCN1C(=O)NC(=O)/C(=C/c2ccc(OC)c(CSc3ccccn3)c2)C1=O
  PNC inhibitor: 83
  12-hLO inh: 4%
  IMPase cell inh: 1
  15-hLO-2 inh: -17%

Cc1ccccc1-c1cncnc1NCCc1cnc[nH]1
  PNC inhibitor: /
  12-hLO inh: 2%
  IMPase cell inh: /
  15-hLO-2 inh: 35%[activator]

# Next section:
SMILES,PNC inhibitor,12-hLO inh,IMPase cell inh,15-hLO-2 inh
O=NO,/,-25%&-25%,/,?
CCC(Cl)[N+](=O)[O-] (centres undefined),/,-1%,/,-10%
CCSCC[C@H](N)C(=O)O,/,-6%[11.4 µM],/,5%[11.4 µM]
Clc1ccc([C@@H](OCCN2CCCCC2)c2ccccc2)cc1,/,3%[25.6 µM],9[20.6 µM],27%[25.6 µM]
NS(=O)(=O)C[C-]1C=C[CH]([Sb-]([Cl])([Cl])([Cl])([Cl])[Cl])C=C1.c1ccncc1 (centres undefined),/,2%[11.4 µM],/,1%[11.4 µM]
C#CCNc1ccncc1S(=O)(=O)NC(=O)NC(C)C,?,5%,1,/
Cc1ccc(C2NC(=S)NC(c3ccc(C)cc3)C23C(=O)NC(=O)NC3=O)cc1 (centres undefined),?,-6%,-12,-17%
CCCOC(=O)c1c(N)n(Cc2cccs2)c2nc3ccccc3nc12,-27,-15%,-2,-6%
Cc1cc(OC(=O)N2CCCCC2)c(C(C)C)cc1[N+](C)(C)C,/,5%,/,-3%
Cc1ccccc1N1C(=O)CC(=O)N(c2ccccc2C)C1=O,21,-3%,/,/
O=C(NC(Oc1ccccc1)C(Cl)(Cl)Cl)c1ccccc1 (centres undefined),140,8%,10,?
CC1CC[C@@]2(OC1)O[C@@H]1[C@@H](O)[C@H]3C4CC[C@H]5C[C@@H](O[C@@H]6O[C@H](CO)[C@H](O[C@@H]7O[C@H](CO)[C@@H](O)[C@H](O[C@@H]8OC[C@@H](O)[C@H](O)[C@H]8O)[C@H]7O[C@@H]7O[C@H](CO)[C@@H](O)[C@H](O[C@@H]8O[C@H](CO)[C@@H](O)[C@H](O)[C@H]8O)[C@H]7O)[C@H](O)[C@H]6O)[C@H](O)C[C@]5(C)C4CC[C@]3(C)[C@H]1[C@@H]2C (some centres undefined),/,-2%,20,-2%
Cc1c(N=Nc2c(O)n(Cc3ccccc3)c(=O)[nH]c2=O)c(=O)n(-c2ccccc2)n1C,24,2%,/,/
COc1ncccc1C(=O)NCC(CC(=O)O)c1ccccc1 (centres undefined),28,-1%,-3,-1%
CN1CCN(Cc2nc3ccccc3n2C)CC1,-19,-4%,11,25%
Cc1ccc2c(c1)CCCN2N=O,15,1%,/,/
CC(C)NS(=O)(=O)c1ccc(OCC(=O)N2CCN(Cc3ccc4c(c3)OCO4)CC2)c(Cl)c1,9,-9%,4,2%
N=C1c2ccccc2CN1NC(=O)c1ccc(F)cc1,-16,-4%,0,6%
C[C@H](N)c1cccc(Cl)c1Cl,/,-3%,4,14%
CN(C)c1ccc(N)cc1,/,-8%,/,?
COc1ccc2c(c[n+](C)c3c4cc5c(cc4ccc23)OCO5)c1OC,/,?,22,13µM*
O=C(O)CSCC(=O)O,/,-4%[11.4 µM],/,-1%[11.4 µM]
Clc1ccc2c(c1)C(c1ccccc1Cl)=NCc1nnc(N3CCN(CCSc4ccccc4)CC3)n1-2,4,-8%,3,0%
O=[N+]([O-])/C=C/c1ccccc1,/,-3%,/,-10%
Nc1ccccc1,/,-1%,/,-18%
O=C(CN1CC=C(c2ccccc2)CC1)Nc1cc(Cl)ccc1Cl,27,-2%,/,/
CC(c1ccc(F)cc1)n1cc(C(=O)NCc2ccc3c(c2)OCO3)nn1 (centres undefined),-90*,-11%,4,-3%
COc1ccc(S(=O)(=O)NCc2ccc(C(=O)N3CCC4(CC3)OCCO4)cc2)cc1,-24,-2%,-6,1%
N=c1n(CCO)c2ccccc2n1Cc1ccccc1,0,1%,1,2%
CCN(CC)c1ccc(N=Cc2c(O)n(-c3ccc(OC)cc3)c(=O)[nH]c2=O)cc1,14,-8%,-5,9%
CNC(C)Cc1ccccc1OC (centres undefined),/,-1%[0.00818 µM],/,-1%[0.0915 µM]
C[N+]1([O-])[C@H]2CC[C@H]1CC(OC(=O)[C@@H](CO)c1ccccc1)C2 (some centres undefined),/,6%[11.4 µM],/,-4%[11.4 µM]
CCN1C(=O)c2ccccc2Sc2ccc(C(=O)N3CCC4(CC3)OCCO4)cc21,0,-4%,-2,3%
Oc1cccc2cccnc12,/,?,/,-10%[11.4 µM]
C[C@@H]1O[C@H](C[N+](C)(C)C)C[C@H]1O,/,-2%,-2,2%
CN(C)P1(N(C)C)=NC(C(F)(F)F)=NC(C(F)(F)F)=N1,-22,9%,-9,-4%
COc1ccc(-n2c(O)c(C(C)=NCCN3CCNCC3)c(=O)[nH]c2=O)cc1,-22,-5%,1,-4%
N[C@@H](Cc1c[nH]c2ccccc12)c1nnc(SCc2ccc(F)cc2)o1,15,-6%,-5,40%[activator]
O=c1c2ccccc2nc(-c2ccco2)n1-c1nccs1,?,1%,19,10%
CC(C)(O)[C@@H]1[C@H]2OC(=O)[C@@H]1[C@]1(O)C[C@H]3O[C@]34C(=O)O[C@H]2[C@@]14C (tested in a mixture with another compound),/,-5%,1,11%
COc1ccc(NC(c2ccccc2F)P(=O)(Oc2ccccc2)Oc2ccccc2)cc1 (centres undefined),33,1%,-1,/
Cc1ccccc1NC(=S)NC(NC(=O)CF)C(Cl)(Cl)Cl (centres undefined),-17,-4%,5,/
N#Cc1c(/N=C/c2c(O)n(Cc3ccco3)c(=O)[nH]c2=O)sc2c1CCCC2,54,-18%,-6,-9%

# Screening data: PubChem BioAssay, National Center for Advancing Translational Sciences (NCATS)
